Screening data (PubChem BioAssay)
NRP1-CendR mod = modulators of CendR peptide binding to human neuropilin-1; O14786; FAM-RPARPAR peptide binding to NRP-1, fluorescence polarization; inhibition, % at 25 µM; actives 0.85% (n = 360,000); AID 602438;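 active = inhibition or corrected inhibition above about 18%, plus a signal ratio from 0.5 to 1.5, limit read from the data, passing the limit was not always enough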; also: strong numbers were not always called active
NadD block = inhibitors of Staphylococcus aureus NadD | actives 0.78% (n = 360,000) | purified NadD enzyme, colorimetric absorbance read-out | inhibition, % at 20 µM | AID 602399; in the data active = inhibition above about 26%; also: some compounds past the cut are filed as inactive
LMPTP block = blocks human LMPTP phosphatase. actives 0.22% (n = 360,000). AID 651560. recombinant LMPTP-A, OMFP fluorogenic substrate, fluorescence intensity. P24666. inhibition, % at 20 µM;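 active = compounds that cut the enzyme signal by at least half of the control window in the single-dose screen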;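 also: plate controls were DMSO wells with enzyme plus substrate for no effect and substrate without enzyme for full effect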
Target sequence (P24666 whole entry, looked up): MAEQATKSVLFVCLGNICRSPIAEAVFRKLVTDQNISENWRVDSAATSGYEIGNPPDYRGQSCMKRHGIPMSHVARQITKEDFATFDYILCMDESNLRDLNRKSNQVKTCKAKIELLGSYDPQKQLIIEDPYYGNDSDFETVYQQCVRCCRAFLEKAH
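Buffer or medium: Bis-Tris pH 6.0, DTT, detergent; Assay system: LMPTP-A enzyme; Quantity: 0.625 nM enzyme; Detection: endpoint fluorescence intensity; Times: 50 min dark incubation at room temperature; Controls: substrate-only low control, DMSO enzyme-plus-substrate high control; Doses: single 20 µM dose; Read-out: percent inhibition versus substrate-only and uninhibited controls; Reagent: 400 µM OMFP.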
TbMetRS inhib = Trypanosoma brucei MetRS inhibition | purified T. brucei MetRS, ATP depletion, Kinase-Glo luminescence | inhibition, % at 11.9 µM | actives 0.4% (n = 360,000) | AID 624268;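 active = inhibition above a per-plate cutoff of the control wells' mean inhibition plus 3 SD, cut at about 5.5% in these data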;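 also: 0% = DMSO wells median and 100% = median of wells with control inhibitor compound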
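Assay system: T. brucei methionyl-tRNA synthetase, purified | Medium: HEPES buffer with MgCl2, KCl, DTT, spermine, BSA, pyrophosphatase | Compound: 11.9 µM single point | Incubation: 15 min enzyme-compound preincubation, 2 h reaction, 10 min detection, 25 °C | Measured by: Kinase-Glo luciferase luminescence reporting remaining unconsumed ATP | Measure: % inhibition normalized to control-well medians | Replication: Singlicate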
SKN-1 inh = C. elegans SKN-1 inhibition. C. elegans VP596 Pgst-4::GFP/RFP ratio, acrylamide-induced, 24 h. inhibition, % at 21.8 µM. actives 0.49% (n = 360,000);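 active = interference check ratio from 0.5 to 1.5 plus GFP to RFP signal ratio inhibition reaching or exceeding a fixed threshold, cut at about 30% in these data, passing the limit was not always enough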; also: some compounds called inactive have numbers as strong as hits
Scp-1 inhibitor = Scp-1 (human) phosphatase inhibition | Q9GZU7 | Recombinant Scp1, phosphopeptide, malachite green phosphate absorbance | inhibition, % at 20 µM | actives 0.88% (n = 340,000) | AID 493091;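 active = inhibition above about 50% at 20 µM, limit read from the data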;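 also: plate controls were DMSO wells with enzyme for no effect and wells lacking enzyme for full effect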
Target sequence (Q9GZU7 76-261 limits assumed): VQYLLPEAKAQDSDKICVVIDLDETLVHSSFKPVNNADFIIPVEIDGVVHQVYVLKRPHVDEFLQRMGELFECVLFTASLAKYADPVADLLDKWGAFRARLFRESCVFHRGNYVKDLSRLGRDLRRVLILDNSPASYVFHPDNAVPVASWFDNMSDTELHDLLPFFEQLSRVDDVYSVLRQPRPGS
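Incubation: 45 min enzyme reaction at room temperature / System: truncated SCP-1 phosphatase (76-261aa) / Reagent: Phospho 17-mer peptide substrate / Buffer or medium: Acidic Tris acetate buffer with magnesium and detergent / Signal: absorbance at 630 nm / Doses: one concentration, 20 µM, with 1.0% DMSO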
Neddyl block = inhibitors of human cullin neddylation; actives 0.58% (n = 360,000); P61081+Q13564; TR-FRET cullin neddylation, biochemical; calls only at 25 µM; AID 651699; in the data active = inhibition above about 36%
STEP block = inhibitors of human striatal-enriched phosphatase STEP; AID 588621; actives 0.25% (n = 360,000); P54829; recombinant STEP, OMFP fluorogenic substrate, fluorescence; inhibition, % at 20 µM;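 active = inhibition at 20 µM, scaled per plate between control wells, above about 37%, limit read from the data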;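 also: 0% = DMSO with enzyme and substrate and 100% = substrate only without enzyme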
Target sequence (P54829 whole entry, looked up): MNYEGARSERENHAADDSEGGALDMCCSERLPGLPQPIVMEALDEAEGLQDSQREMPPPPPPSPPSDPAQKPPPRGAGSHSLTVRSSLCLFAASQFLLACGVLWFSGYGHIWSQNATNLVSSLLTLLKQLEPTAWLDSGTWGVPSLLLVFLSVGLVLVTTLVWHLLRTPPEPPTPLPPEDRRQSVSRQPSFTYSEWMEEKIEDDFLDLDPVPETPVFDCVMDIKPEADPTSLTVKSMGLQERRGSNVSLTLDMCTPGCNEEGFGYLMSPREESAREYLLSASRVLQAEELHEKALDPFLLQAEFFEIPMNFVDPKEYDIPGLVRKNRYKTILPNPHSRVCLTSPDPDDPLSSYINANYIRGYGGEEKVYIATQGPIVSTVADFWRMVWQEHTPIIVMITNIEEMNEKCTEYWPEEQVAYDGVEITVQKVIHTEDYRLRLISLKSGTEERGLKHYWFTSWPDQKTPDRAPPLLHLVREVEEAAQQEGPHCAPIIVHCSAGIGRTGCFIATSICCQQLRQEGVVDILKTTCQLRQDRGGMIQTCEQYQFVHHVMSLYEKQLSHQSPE
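System: STEP (striatal-enriched tyrosine phosphatase) enzyme, cell-free; medium: Bis-Tris pH 6.0 buffer with DTT, detergent; dosing: 20 µM, 1% DMSO; times: reaction 20 min, ambient temperature; detection: fluorescence, 480/540 nm; read-out basis: normalized % inhibition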
SUMO1 PPI mod = alters human SUMO1 binding to SIM partners. actives 0.33% (n = 360,000). SUMO1 binding to a labelled peptide, TR-FRET, 1 h. P63165. inhibition, % at 20 µM; in the data active = inhibition above about 37%
Target sequence (P63165 whole entry, looked up): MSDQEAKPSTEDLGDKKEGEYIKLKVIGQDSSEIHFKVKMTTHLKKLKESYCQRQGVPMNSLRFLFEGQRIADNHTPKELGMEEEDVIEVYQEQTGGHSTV
DNMT1 block = inhibitors of human DNMT1 | actives 0.83% (n = 360,000) | DNMT1 molecular beacon, Hinp1I cleavage, fluorescence | inhibition (reported as % activation of signal), % at 10 µM | AID 588458; in the data active = inhibition above about 50%
* = called active by the depositor; i = inactive; · = no result given.

SMILES | NRP1-CendR mod | NadD block | LMPTP block | TbMetRS inhib | SKN-1 inh | Scp-1 inhibitor | Neddyl block | STEP block | SUMO1 PPI mod | DNMT1 block
Cc1cc(C)c2sc(N)nc2c1 | -1 | -9 | -1.3 | -0.8 | 5 | -7 | i | 0 | -2 | -2
CCC(CO)Oc1cc(NCc2ccccc2)c2ncn(C3CCCC3)c2c1 (centres undefined) | 14 | -4 | -0.9 | -0.3 | 25 | -8 | i | 2 | -4 | -8
COc1ccc(C(=O)C2CCCN(Cc3cnc(N4CCOCC4)s3)C2)cc1F (centres undefined) | -2 | -4 | 0.7 | 0.1 | -17 | -12 | i | 0 | 3 | -1
COc1cc(/C=N/N=C(\N)c2nonc2N)cc(OC)c1O | -12 | -2 | -0.4 | -0.3 | 12 | -6 | i | -4 | -12 | 0
COc1ccc(NC(=O)Nc2ccccc2)cc1S(=O)(=O)N1CCCCC1 | 0 | -6 | 1.7 | 11* | 9 | -6 | i | -1 | 1 | 0
Cc1nnc(SCc2ccc(Cl)cc2)n1CC1CCCO1 (centres undefined) | -8 | -5 | -0.7 | -0.7 | -12 | -7 | i | 0 | 0 | 1
COc1cc2c(cc1NCc1ccccn1)oc1ccccc12 | -16 | 11 | 1.3 | -0.1 | 4 | -4 | · | 0 | -3 | -15
CCN(CC)c1ccc(NC(=O)COC(=O)Cc2ccsc2)cc1 | 0 | -5 | -0.7 | -0.3 | 0 | -8 | i | 1 | 6 | 1
CC1(C(=O)Nc2cccc3cccnc23)CCN1C(=O)CCC1CCCC1 (centres undefined) | -5 | -4 | 0.3 | -0.2 | -3 | · | i | 1 | 0 | 2
O=C(Cn1c(=O)cnc2ccccc21)N1CCN(S(=O)(=O)c2ccccc2Br)CC1 | -2 | 1 | -0.1 | -0.3 | -3 | -1 | i | -1 | -6 | 0
COc1ccc(NC(=O)N(Cc2ccc(C)cc2)Cc2ccccn2)c(OC)c1 | -3 | -3 | -0.7 | -1.3 | -4 | 12 | i | 1 | -3 | 1
CCOc1cc2[nH]c(=S)n(CCc3ccc(OC)c(OC)c3)c(=O)c2cc1OCC | 7 | -4 | -0.7 | -0.8 | -12 | -7 | i | 1 | 0 | 1
Nc1ccc2nc(-c3ccccn3)[nH]c2c1 | 9 | 28 | 23 | -2.3 | -8 | -5 | i | 0 | 0 | -19
CCOC(=O)CSc1nnc(Cn2nnc(-c3ccccc3)n2)n1C | 8 | -1 | -1.8 | -0.7 | 8 | -2 | i | -1 | 0 | 4
COc1ccc(C(NC(=O)C2CCCCC2)c2c(O)ccc3ccccc23)cc1 (centres undefined) | -9 | 12 | 3.1 | -0.3 | -7 | -12 | i | 1 | -2 | -10
Cc1cccc(CNS(=O)(=O)c2ccc(-c3ccc(=O)[nH]n3)s2)c1 | 13 | 3 | 1.3 | 0.8 | 2 | -5 | i | 7 | -11 | -1
CC(C)NC[C@H](O)COc1cccc2[nH]ccc12 | 2 | 6 | 6.0 | -1.1 | -4 | -9 | i | 8 | 9 | -4
COc1cc2cc(CN(CCO)S(=O)(=O)c3ccccc3Cl)c(=O)[nH]c2cc1OC | -10 | 0 | 0.8 | -0.8 | -17 | 2 | i | -2 | 3 | -3
Nc1c(-c2ccccc2)nnn1Cc1ccccc1 | -5 | -5 | -0.9 | -0.3 | -6 | -6 | i | 1 | 5 | 0
CC(=O)c1cc(-c2ccccc2)n(CC(=O)Nc2ccc(C)c(C)c2)c1C | -8 | -7 | -0.6 | 0.1 | 9 | -5 | i | 2 | 2 | 1
CCCCC(=O)Nc1nnc(S(=O)(=O)N2CCCc3ccccc32)s1 | -3 | -3 | 0.0 | 0.5 | 8 | -7 | i | 0 | 6 | 0
CCOC(=O)C1CCCCN1Cc1cc(OC)ccc1OC (centres undefined) | -1 | -5 | -1.1 | -0.1 | 12 | -3 | i | 1 | 1 | 4
O=C(CCC1CCCN(C(=O)c2ccc3cc[nH]c3c2)C1)NCc1ccc(F)c(F)c1 (centres undefined) | 1 | -2 | -0.9 | 3.6 | 1 | 4 | i | -4 | 3 | -1
Cc1onc(-c2ccccc2)c1C(=O)NC(=S)NNC(=O)c1cccnc1 | 3 | 1 | -1.3 | -0.6 | 13 | -9 | i | 0 | 4 | 5

Sorted by length of the SMILES (smallest number first): part of the list above
SMILES | NRP1-CendR mod | NadD block | LMPTP block | TbMetRS inhib | SKN-1 inh | Scp-1 inhibitor | Neddyl block | STEP block | SUMO1 PPI mod | DNMT1 block
CC(=O)c1cc(-c2ccccc2)n(CC(=O)Nc2ccc(C)c(C)c2)c1C | -8 | -7 | -0.6 | 0.1 | 9 | -5 | i | 2 | 2 | 1
COc1cc2cc(CN(CCO)S(=O)(=O)c3ccccc3Cl)c(=O)[nH]c2cc1OC | -10 | 0 | 0.8 | -0.8 | -17 | 2 | i | -2 | 3 | -3
O=C(CCC1CCCN(C(=O)c2ccc3cc[nH]c3c2)C1)NCc1ccc(F)c(F)c1 (centres undefined) | 1 | -2 | -0.9 | 3.6 | 1 | 4 | i | -4 | 3 | -1

Next part:
SMILES | NRP1-CendR mod | NadD block | LMPTP block | TbMetRS inhib | SKN-1 inh | Scp-1 inhibitor | Neddyl block | STEP block | SUMO1 PPI mod | DNMT1 block
CC(C)(C)c1cc(NC(=O)COC(=O)c2nccnc2N)n(-c2ccccc2)n1 | 6 | -2 | -0.4 | -0.6 | -3 | -2 | · | 1 | -5 | 0
O=C(Nc1cccc([N+](=O)[O-])c1)Nc1ccc2c(c1)CCC2 | 20 | -8 | 3.4 | 0.4 | -5 | -9 | i | 0 | -5 | -2
O=C(Nc1ccc(Cl)cc1)Nc1csc([N+](=O)[O-])c1 | 4 | -1 | 3.1 | 12* | 0 | -4 | i | 0 | -14 | 10
COc1ccc(/C=C(\C#N)C(=O)OCC(=O)Nc2ccc(C(C)(C)C)cc2)cc1 | -7 | 3 | 0.3 | -1.0 | 8 | -4 | i | 4 | -2 | -9
COc1ccc(NC(=O)Nc2ccc(N3CCOCC3)c3nonc23)c(OC)c1 | -38 | 4 | 1.2 | -0.4 | 44* | -11 | i | 1 | -4 | -5
CN(C)[C@@H](CO)c1nnc([C@H](CCC(=O)O)NC(=O)C2CCNCC2)o1 | 13 | -6 | -6.8 | -0.3 | 6 | 2 | i | 0 | 5 | 5
CSCCC(NC(=O)c1ccccc1Br)C(=O)NCC(c1ccco1)N1CCCCC1 (centres undefined) | 2 | -4 | -2.0 | -0.2 | -9 | 1 | i | -2 | 8 | 0
Cc1ccc(-n2c(C)cc(C=C(C#N)C#N)c2C)cc1 | 1 | -3 | 0.6 | -1.1 | -12 | -2 | i | 0 | -5 | 1
COc1ccc2nc(SCC(=O)NC3CCCCC3)[nH]c2c1 | 3 | -6 | 1.0 | -0.6 | -6 | -3 | i | 3 | 2 | 1
CC(C)CCc1noc(CN2CCN(c3ccc(Cl)cn3)CC2)n1 | 7 | -3 | 0.6 | -0.4 | -5 | -5 | i | -1 | -2 | 6
O=C(C1=C(O)C(=O)N(c2ncccn2)C1c1ccc(F)cc1)c1ccco1 (centres undefined) | 14 | -5 | -0.8 | -0.3 | 12 | -4 | i | 1 | -1 | 2
CN(C)CCCNS(=O)(=O)c1ccc(Oc2ncc(C(F)(F)F)cc2Cl)cc1 | 1 | -9 | -1.3 | -0.5 | 1 | -11 | i | -1 | 2 | 4
OCCC1CN(CC2CCCCC2)CCN1C1CCCC1 (centres undefined) | 0 | 2 | -1.1 | -0.2 | -19 | 6 | i | 3 | 4 | 1
O=C(CCc1nc(-c2ccccc2)no1)NCC1CCCO1 (centres undefined) | -3 | 6 | 0.0 | -1.5 | -6 | 4 | i | 5 | -3 | -13
COc1ccccc1N1C(=NC(=O)C2CCCCC2)SC2CS(=O)(=O)CC21 (centres undefined) | -8 | -4 | -0.4 | 0.4 | -9 | -5 | i | 3 | 6 | 1
CC(C)COC(=O)n1c(SCC(=O)N(C)C)nc2ccccc21 | -19 | 1 | -0.3 | -0.4 | -11 | 0 | i | -2 | 2 | 4
C=CCC(CC(O)COCCC)C(=O)NNC(=S)Nc1ccccc1 (centres undefined) | 13 | 2 | -0.3 | -0.3 | 14 | -8 | i | 0 | 1 | -3
COc1ccc(-c2cc(-c3ccc(O)cc3)nc(N)c2C#N)cc1 | -3 | -4 | 2.7 | -0.3 | 12 | 1 | · | -3 | -20 | -4
O=C(NN=C1CCCCCC1)NC1CCCCC1 | 21 | 1 | 0.0 | 0.3 | 14 | -2 | i | -1 | -3 | -1
COc1ccc(Cn2c(CCCO)nc3ccccc32)cc1OC | 8 | -3 | 3.3 | -0.8 | 26 | 4 | i | 3 | -1 | -2
O=[N+]([O-])c1ccc(OCC(O)CNCCNc2nccc(C(F)(F)F)n2)cc1 (centres undefined) | 6 | -4 | -0.4 | 2.7 | 1 | -7 | i | 1 | -18 | 0
Cc1nn2c(N3CCN(c4ccccn4)CC3)cc(C(C)C)nc2c1-c1ccccc1 | 1 | 4 | 4.8 | -0.5 | -16 | -5 | i | 0 | 2 | -4
C=CCc1cccc(CNc2cnc3ccccc3c2)c1O | 15 | -2 | 3.6 | 6.0* | 4 | 8 | i | -1 | -3 | -9
COc1ccc(-c2nc3n(n2)C(c2ccccc2Cl)C(C(N)=O)=C(C)N3)cc1 (centres undefined) | -5 | 2 | -1.1 | 0.2 | 6 | -12 | i | 1 | 0 | 0

Complete entries, looked up by structure.
Record of C=CCC(CC(O)COCCC)C(=O)NNC(=S)Nc1ccccc1 (centres undefined) = NRP1-CendR mod: 13; NadD block: 2; LMPTP block: -0.3; TbMetRS inhib: -0.3; SKN-1 inh: 14; Scp-1 inhibitor: -8; Neddyl block: i; STEP block: 0; SUMO1 PPI mod: 1; DNMT1 block: -3
Record of OCCC1CN(CC2CCCCC2)CCN1C1CCCC1 (centres undefined) = NRP1-CendR mod: 0; NadD block: 2; LMPTP block: -1.1; TbMetRS inhib: -0.2; SKN-1 inh: -19; Scp-1 inhibitor: 6; Neddyl block: i; STEP block: 3; SUMO1 PPI mod: 4; DNMT1 block: 1
Record of COc1ccc(-c2cc(-c3ccc(O)cc3)nc(N)c2C#N)cc1 = NRP1-CendR mod: -3; NadD block: -4; LMPTP block: 2.7; TbMetRS inhib: -0.3; SKN-1 inh: 12; Scp-1 inhibitor: 1; Neddyl block: ·; STEP block: -3; SUMO1 PPI mod: -20; DNMT1 block: -4
